LEDGF integ inh: blocks HIV-1 LEDGF/p75-dependent DNA integration. TR-FRET IN-LEDGF/p75 DNA integration, Eu/Cy5. inhibition, % at 3.7 µM. hit rate 0.64% among 370,000. AID 743269;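 active = inhibition above the screen-wide mean plus 3 SD, cut at about 13% in these data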;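 note: signal is the Cy5 over europium emission ratio at 671 and 618 nm; 0% = plate median of compound wells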
mABHD4 FP: inhibits mouse alpha/beta hydrolase domain 4; purified mABHD4, FP-Rh probe fluorescence polarization; Q8VD66; hit rate 0.54% among 370,000; inhibition, % at 8.92 µM;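 active = inhibition exceeding the mean over every tested compound plus 3 SD, cut at about 30% in these data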;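 note: 0% = plate median of compound wells and 100% = S159A mutant with DMSO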
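Assay system: mouse ABHD4 enzyme, wild type / Also added: fluorescent activity-based probe FP-Rh / Doses: single nominal dose of 8.92 µM, 0.89% DMSO final / Timing: 45 min compound pre-incubation plus 60 min probe step, 25 °C / Signal: FP readout, ex 525 nm / em 598 nm / Control set: S159A mutant/DMSO as 100%, compound-well median as 0%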
TCR-CD3 inh: blocks the human TCR-CD3 interaction | TAMRA-labeled TCR probe fluorescence, biochemical | inhibition, % at 9.4 µM | hit rate 0.37% among 360,000 | AID 651800; in the data active = inhibition above about 19%;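 note: recombinant mutant TCR 2C K166C tagged with TAMRA read by polarization; 0% = receptor in buffer alone and 100% = receptor with positive control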
rCAG binder: r(CAG) repeat RNA binding; TO-PRO-1 dye displacement fluorescence; inhibition, % at 3 µM; hit rate 1.3% among 370,000; AID 651821;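 active = inhibition above the plate cutoff, the mean of all test compounds on that plate plus 3 SD, cut at about 35% in these data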;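 note: 0% = DMSO alone and 100% = 100 µM mitoxantrone as full dye displacement; higher means more dye released from RNA so lower well fluorescence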
Rev-erbA mod: modulates human Rev-erb alpha binding to DNA | Rev-erbα–FITC-DNA binding, fluorescence polarization, 90 min | activity, % at 10 µM | hit rate 0.79% among 370,000 | AID 1259318;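 active = activity above about 14%, limit read from the data; passing the limit was not always enough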;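 note: 0% = DMSO wells with 35 nM protein and 100% = DMSO wells with 750 nM protein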
MBD2 inh: inhibitors of human MBD2 binding to methylated oligonucleotide; AID 686964; Q9UBB5; TR-FRET; inhibition, % at 4.4 µM; hit rate 0.31% among 370,000; in the data active = inhibition above about 13%
PG9 Ab binder: binds the HIV-1 gp120 antibody PG9. inhibition, % at 6.7 µM. hit rate 0.43% among 360,000. TR-FRET gp120-PG9 antibody binding; in the data active = inhibition above about 8.5%
HTRA1 inhibitor: inhibitors of human serine peptidase HTRA1; hit rate 0.5% among 340,000; AID 504803; recombinant HTRA1, FP-rhodamine activity-based probe, fluorescence polarization; Q92743; inhibition, % at 5.96 µM; in the data active = inhibition above about 36%;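 note: 0% = enzyme with DMSO and 100% = wells lacking enzyme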
UHRF1 binding: human UHRF1 methylated DNA binding inhibitors; Q96T88; UHRF1 binding to methylated oligo, TR-FRET; inhibition, % at 4.4 µM; hit rate 0.75% among 370,000; AID 687016; in the data active = inhibition above about 21%;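 note: UHRF1 SRA domain binding a hemimethylated CpG hairpin DNA probe; 0% = median of test compound wells and 100% = reference inhibitor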
Target sequence (Q96T88 whole entry, looked up, the tested form may be a part): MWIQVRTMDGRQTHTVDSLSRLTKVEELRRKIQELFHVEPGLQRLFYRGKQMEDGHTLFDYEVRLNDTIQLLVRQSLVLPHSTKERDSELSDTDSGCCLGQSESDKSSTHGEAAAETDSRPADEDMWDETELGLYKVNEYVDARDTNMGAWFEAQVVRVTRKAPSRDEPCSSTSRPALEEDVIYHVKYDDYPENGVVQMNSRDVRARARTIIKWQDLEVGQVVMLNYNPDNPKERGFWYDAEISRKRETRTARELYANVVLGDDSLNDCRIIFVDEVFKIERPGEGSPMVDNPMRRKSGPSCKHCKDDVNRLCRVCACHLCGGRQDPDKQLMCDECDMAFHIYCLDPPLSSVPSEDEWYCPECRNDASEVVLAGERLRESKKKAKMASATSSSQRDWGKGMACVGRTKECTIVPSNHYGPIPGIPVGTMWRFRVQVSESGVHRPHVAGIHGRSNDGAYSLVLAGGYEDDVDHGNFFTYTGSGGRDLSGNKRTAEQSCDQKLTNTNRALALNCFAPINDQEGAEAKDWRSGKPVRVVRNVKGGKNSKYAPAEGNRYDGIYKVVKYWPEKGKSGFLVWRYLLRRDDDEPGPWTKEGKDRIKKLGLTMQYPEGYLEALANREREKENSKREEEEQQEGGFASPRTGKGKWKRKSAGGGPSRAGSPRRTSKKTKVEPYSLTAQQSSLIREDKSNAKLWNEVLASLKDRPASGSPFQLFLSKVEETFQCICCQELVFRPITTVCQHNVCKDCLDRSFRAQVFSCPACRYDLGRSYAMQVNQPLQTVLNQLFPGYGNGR
PRMT1 inh: PRMT1 (human) inhibition, primary screen; hit rate 1.3% among 370,000; inhibition, % at 2.79 µM; recombinant PRMT1, activity-based probe fluorescence polarization; Q99873; AID 652257;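 active = inhibition above about 21% made by adding two undisclosed values, limit read from the data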
* marks the source's active call; other numbers are inactive results; . = not tested or not shown. This is a subset (hit frequency here may not be typical).

Compound	MBD2 inh	LEDGF integ inh	rCAG binder	UHRF1 binding	TCR-CD3 inh	PG9 Ab binder	Rev-erbA mod	PRMT1 inh	HTRA1 inhibitor	mABHD4 FP
COc1cc(S(=O)(=O)N2CCN(c3ccccc3F)CC2)ccc1Cl	-4	1	1	-1	0	0.6	2	-4	-13	-5
Cc1cc(N(C)/N=C/c2ccccc2O)nc(-c2ccccc2O)n1	2	0	2	-1	4	1.3	1	-3	5	6
COc1ccccc1NC(=O)CN1CCN(CC(=O)Nc2ccc3c(c2)OCCO3)CC1	0	0	-2	1	0	-0.2	8	-1	1	-5
CCN(CC)C(=O)CCSc1nnc(-c2ccco2)o1	2	-1	-3	2	6	1.5	3	-2	-3	-3
C=C(C)c1nc(N)nc(N)n1	-2	-5	6	4	3	1.8	2	2	-5	3
Nc1nc(Br)c2c(F)cccc2c1-c1ccc(Cl)cc1	-2	-1	3	-3	-3	0.7	-1	1	-13	3
CSc1nsc(SCC(=O)Nc2ccc(C(C)=O)cc2)n1	1	0	3	0	8	-2.6	0	3	-10	-5
O=C(CNC(=O)C12CC3CC(CC(C3)C1)C2)Nc1ncccc1O	-2	-5	1	-3	-4	1.4	-4	7	6	8
CC(C)C(=O)NC(Nc1ccc(S(N)(=O)=O)cc1)C(Cl)(Cl)Cl (stereo unspecified)	2	-1	0	0	2	-1.0	2	3	7	2
COC(=O)c1cc2n(n1)CCN(Cc1cccc(OC)c1)C2=O	-2	0	4	0	-8	-4.8	3	-4	-1	-3
CN(C)C/C=C/C(O)(c1ccccc1)c1ccccc1	0	-2	-1	-2	7	-1.0	2	-1	1	2
O=C(CNC(=S)NC(=O)c1cccc([N+](=O)[O-])c1)c1ccccc1	1	2	4	-4	7	-3.3	8	-2	-2	3
COc1ccc(C(C)=O)cc1COc1ccccc1[N+](=O)[O-]	-5	7	2	0	-3	-0.2	.	-2	-6	-11
O=C(NC(=S)Nc1ccc(CN2CCOCC2)cc1)c1ccc(-c2ccc(Cl)cc2)o1	0	-2	2	2	-4	-1.6	-4	-4	.	0
CN(C(=O)COC(=O)c1ccccc1OCc1ccc(Cl)cc1)c1c(N)n(Cc2ccccc2)c(=O)[nH]c1=O	-4	-1	0	0	4	-0.6	-6	-2	-6	2
FC(F)(F)c1ccc(-n2cn[nH]c2=S)cc1	6	2	0	-1	5	-0.4	-4	8	2	4
NC(=O)NC(CC(=O)NCCCc1ccccc1)c1ccccc1Cl (stereo unspecified)	0	6	-3	-4	-1	-2.9	0	-10	-3	4
CCCCC(=O)Nc1cccc(-c2csc(-c3ccccc3)n2)c1	4	-2	9	1	4	-2.5	1	-4	-87	-58
Cc1sc(NC(=O)C2C3CCC(C3)C2C(=O)O)c(C(N)=O)c1-c1ccc(C(C)(C)C)cc1 (stereo unspecified)	2	-1	29	-1	-5	-0.9	-7	-3	-13	7
CCOc1ccc(-n2cnc3sc(C)c(C)c3c2=O)cc1	-2	-2	-4	0	1	0.3	-7	1	-3	5
COCC(=O)Nc1nnc(COc2ccc(Cl)cc2)s1	0	-1	0	-2	1	1.3	7	1	4	4
Cc1csc2ncnc(NCCc3ccccn3)c12	-2	8	5	0	-1	-5.7	13	-2	-2	-12
CCc1nc2scc(-c3cccs3)c2c(=O)o1	3	2	7	0	-2	1.1	1	0	0	3
O=C(NCCc1c[nH]c2ccc(Cl)cc12)c1ccc([N+](=O)[O-])cc1	0	6	4	2	-2	-0.1	-6	-4	-5	0
CCOC(=O)C(C)(C)Sc1nc2c(cnn2-c2ccc(C)cc2)c(=O)[nH]1	-2	0	18	-2	0	0.2	3	0	-7	-6
Cc1nc2sc(C(N)=O)c(N)c2c2c1CCCC2	-1	-2	-2	-3	0	-2.6	8	1	5	1
CCOC(=O)N1CCN(Cc2nc3cc(NC(=O)CC)ccc3n2C)CC1	0	0	-4	1	-3	-1.4	3	1	4	-1
CC(C)OCC(O)Cn1c(N2CCCC2)nc2c1c(=O)n(C)c(=O)n2C (stereo unspecified)	4	2	-4	2	-3	-1.8	-10	-6	9	-4
COc1ccc(/C=N/NS(C)(=O)=O)c(OC)c1	2	1	0	-4	3	-0.2	6	-4	-3	2
CC(C)(C)C(=O)NCCc1nc(-c2ccccc2)no1	2	2	2	0	2	0.8	3	1	-1	3
C[C@H](NS(=O)(=O)c1ccc2c(c1)OCCCO2)C(=O)N1CCN(Cc2ccc(C#N)cc2)CC1	-2	0	0	-1	1	0.3	-9	-2	-6	-4
ONC(=Nc1ccccc1)c1ccc(Cl)cc1	2	-3	2	-1	6	-1.0	-4	-2	0	-4
CCOc1ccc(CN(C)CC(=O)c2c(N)n(Cc3ccccc3)c(=O)n(CC)c2=O)cc1OC	4	-1	-4	0	-3	1.2	-3	1	2	2
O=C(C1CCC1)N1CCc2cc(S(=O)(=O)NCCCN3CCCCC3)ccc21	2	1	-3	-1	1	-0.9	13	2	1	2
COc1ccc(/C=N/NC(=O)CN(C)C(=O)OCc2ccccc2)cc1OC	0	-1	-4	-2	0	-1.5	5	-4	-2	-1
CCOC(=O)Nc1cc2c(c(N)n1)N=C(c1ccccc1)CN2	-8	-4	11	-12	0	-2.5	-3	3	-5	2
Nc1c(Cl)cc(S(N)(=O)=O)cc1S(N)(=O)=O	1	2	2	7	4	-1.0	1	-2	3	-3
S=c1sc2ccccc2n1CCc1ccncc1	1	0	-4	8	-2	-1.3	3	-5	2	-1
COC(=O)c1sc(NC(=O)c2ccc(C)o2)nc1C	-7	0	0	-3	6	0.1	0	-5	-6	2
Cc1ccc(NC(=O)C2CCC(=O)N2)cc1C (stereo unspecified)	0	0	1	-1	5	-0.3	5	-1	-2	-2
COc1cc(OC)c(NC(=O)NNC(=O)C(=O)NC2CC2)cc1Cl	2	-2	3	1	-2	0.7	-7	1	.	3
CC1(C)CC(=O)C2=C(C1)Nc1cc3c(cc1C2c1ccc2c(c1)OCO2)OCO3 (stereo unspecified)	-5	-2	4	-1	-14	-0.5	0	8	-4	12
CCn1c2ccccc2c2cc(C3C(C#N)=C(C)NC(C)=C3C#N)ccc21	-2	2	3	-1	2	-1.0	102*	1	-15	-8
O=C(CSCc1ccc(Cl)cc1)N/N=C/c1ccco1	-1	4	-1	-1	4	-2.0	-2	0	-3	-2
CCOC(=O)C1(Cc2ccc(Cl)cc2)CCN(C(=O)CCc2cnccn2)CC1	-3	4	-10	2	-3	-4.5	4	-2	-3	2
CCOc1nc(-c2ccccc2)ccc1-c1noc(COC)n1	-6	-1	1	2	-4	-1.8	-4	2	-19	-18
O=C1CCCN1c1ccc(S(=O)(=O)Oc2ccc(Cl)cc2)cc1[N+](=O)[O-]	2	2	-1	1	5	0.2	-2	-1	-4	-2
NS(=O)(=O)c1ccc(NC(=O)Nc2cccc(Cl)c2)cc1	1	-2	5	1	2	0.7	-1	2	-48	-26
Cc1nc(CC(=O)NNS(=O)(=O)c2ccc(F)c(Cl)c2)cs1	5	1	-1	-3	-2	-1.4	-9	0	2	8
CCN(CC)S(=O)(=O)c1ccc(C)c(NC(=O)Cc2ccc(S(=O)(=O)N3CCOCC3)s2)c1	5	-1	5	1	0	-1.4	-2	8	-10	3
O=C(CNC(=O)c1ccccc1C(F)(F)F)N/N=C/c1cccs1	4	0	3	-1	2	0.4	1	0	4	-10
CCOc1ccc(NS(=O)(=O)c2ccc(C(=O)NC3CCC(O)CC3)cc2)cc1 (stereo unspecified)	-1	-3	0	-1	8	0.6	-2	-2	-1	-7
CCCOc1c(Cl)cc(C(=O)Nc2ccc3c(c2)OCO3)cc1OCC	0	-4	2	-1	-5	-2.1	0	-2	-2	-16
C/C(=C\c1ccccc1)C(=O)NCCCn1ccnc1	-1	3	0	4	1	-0.8	1	-3	2	-2
CCNC(=O)N(C)C[C@H]1N[C@@](C)(C(=O)OC)[C@H]2C(=O)N(C)C(=O)[C@@H]12	2	2	2	3	-1	0.5	0	3	-1	-7
CCCCn1cc([N+](=O)[O-])nc1C	1	-4	-2	2	-3	-1.0	-1	1	7	8
Cc1cc(NC(=O)c2c(Cl)cccc2Cl)no1	-1	2	-5	1	6	-0.9	-7	-8	1	0
O=S(=O)(CCN1CCOCC1)c1ccccc1	-2	-2	-1	0	1	-0.4	8	0	6	0
COC(=O)CC1=C(C(=O)OC)C(c2cccc(OCC(N)=O)c2)C(C#N)=C(N)O1 (stereo unspecified)	-2	5	4	1	-4	1.1	-2	2	-5	0
COC(=O)c1c(NC(C)=O)sc(C(=O)Nc2ccccc2C)c1C	-2	2	0	2	0	-0.7	5	0	-4	0

(next part)
Compound	MBD2 inh	LEDGF integ inh	rCAG binder	UHRF1 binding	TCR-CD3 inh	PG9 Ab binder	Rev-erbA mod	PRMT1 inh	HTRA1 inhibitor	mABHD4 FP
CC(=O)Oc1ccc(-c2cccc(C(=O)N3CCCCC3)c2)cc1	3	2	-7	-2	0	-2.2	3	-1	-3	0
C[C@H](O)[C@@H]1C(=O)N2CCc3ccc(-c4ccccc4)cc3[C@@H]2C[C@@H]1N(C)C(=O)NC1CCCCC1	7	-4	4	8	-7	1.6	-3	1	-14	2
CCCn1cc(S(=O)(=O)c2ccccc2)c(=O)c2cc(CC)ccc21	4	3	-4	-2	8	1.0	1	-3	-4	-1
O=C(NCc1cccc(F)c1)c1cccc(OC2CCN(C(=O)C3CC3)CC2)c1	-2	2	-6	0	-1	0.4	2	-2	-2	5
CN(C)NC(=O)c1ccc([N+](=O)[O-])s1	4	0	0	1	2	1.0	2	2	-3	3
CC(=O)Nc1ccc(OCc2nnc(-c3ccc(Cl)cc3)o2)cc1	1	-1	-6	-4	7	-0.3	5	-4	-2	-3
O=C(Cn1ccc2cc(S(=O)(=O)N3CCCC3)ccc21)NCc1ccccc1	2	0	9	1	3	-2.4	1	-5	1	-4
Cc1cccc(-c2cc(=O)c(C(=O)O)cn2-c2ccc(F)cc2F)c1	-2	0	1	2	7	-1.4	-3	-2	-2	4
COc1ccc(-c2cccc(C(=O)Nc3cccc(C(=O)O)c3)c2)cc1	5	-8	5	5	3	-0.2	-3	0	-5	-4
COc1ccc(/C(C)=N/NC(=O)Cn2nc([N+](=O)[O-])cc2C)cc1	-4	6	2	1	4	-1.7	0	-3	8	-5
CCCCNC(=O)NS(=O)(=O)c1cnccc1Sc1ccc(Cl)cc1	0	6	7	0	-1	-0.9	-4	-1	1	-6
CC(C)CCN1CC(C(=O)NCCC2=CCCCC2)CC1=O (stereo unspecified)	4	2	-11	9	-3	1.4	-3	2	-1	-2

Grouped by structure, the compounds so far containing a cyano group
Compound	MBD2 inh	LEDGF integ inh	rCAG binder	UHRF1 binding	TCR-CD3 inh	PG9 Ab binder	Rev-erbA mod	PRMT1 inh	HTRA1 inhibitor	mABHD4 FP
C[C@H](NS(=O)(=O)c1ccc2c(c1)OCCCO2)C(=O)N1CCN(Cc2ccc(C#N)cc2)CC1	-2	0	0	-1	1	0.3	-9	-2	-6	-4
CCn1c2ccccc2c2cc(C3C(C#N)=C(C)NC(C)=C3C#N)ccc21	-2	2	3	-1	2	-1.0	102*	1	-15	-8
COC(=O)CC1=C(C(=O)OC)C(c2cccc(OCC(N)=O)c2)C(C#N)=C(N)O1 (stereo unspecified)	-2	5	4	1	-4	1.1	-2	2	-5	0
